Bioassay records deposited in PubChem BioAssay by Southern Research Specialized Biocontainment Screening Center.
M. tuberculosis: growth inhibition of non-replicating M. tuberculosis (AID 488890) | inhibition, % at 25 µM; hits with a dose series show IC50 in µM | 0.39% of 320,000 active | Mycobacterium tuberculosis non-replicating, growth inhibition; higher % means a stronger effect; in the data active = a potency from the dose series; inconclusive = inhibition mostly from about 82% at the one dose, without a potency; inactive = the rest, 99 in 100 with inhibition below about 76%;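 note: plate controls were DMSO cells for no effect and high antibiotic wells for full effect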
VEEV TC-83 Vero: inhibitors of VEEV TC-83 cytopathic effect, confirmation, Vero cells (AID 588727); 0.13% of 350,000 active; one-dose inhibition, % at 20 µM; IC50 in µM for titrated hits; Vero cells, VEEV TC-83 cytopathic effect inhibition; higher % means a stronger effect; in the data active = a potency from the dose series; inconclusive = inhibition mostly from about 14% at the one dose, without a potency; inactive = the rest, 99 in 100 with inhibition below about 12%; note: strong numbers were not always called active
H37Rv inhibition: M. tuberculosis growth inhibition, HTS (AID 449762) | M. tuberculosis H37Rv growth inhibition, 7H9 media; higher % means a stronger effect | inhibition, % at 25 µM; hits with a dose series show IC50 in µM | 0.59% of 330,000 active; in the data active = a potency from the dose series; inconclusive = inhibition above about 70% without an active follow-up result;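 note: bacterial growth assessed after seven days of incubation; strong numbers were not always called active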
influenza NS1A: H1N1 influenza NS1A inhibitors, functional cell based assay (AID 504329) | 0.3% of 340,000 active | NS1A functional cell-based assay, percent inhibition; higher % means a stronger effect | inhibition, % at 12.5 µM; hits with a dose series show IC50 in µM; in the data active = a potency from the dose series; inconclusive = inhibition above about 27% without an active follow-up result; note: strong numbers were not always called active
Salmonella PhoP GFP: PhoP regulon inhibitors, Salmonella typhi PhoP promoter GFP reporter, confirmatory (AID 1850). Salmonella Typhi PhoP-promoter GFP reporter, fluorescence, 4 h; higher % means a stronger effect. inhibition, % at 50 µM; hits with a dose series show IC50 in µM. 0.33% of 310,000 active; in the data active = a potency from the dose series; inconclusive = inhibition mostly from about 25% at the one dose, without a potency; inactive = the rest, 99 in 100 with inhibition below about 19%;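 note: 0% = induced wells with vehicle and 100% = uninduced wells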
VEEV TC-83 Vero 10K pilot screen: recorded beside VEEV TC-83 Vero, whose call it bears; inhibition, %; measured here: 10K pilot screen inhibition
Numbers without * were called inactive; i = inactive; ? = inconclusive; . = no result given.

SMILES	M. tuberculosis	VEEV TC-83 Vero	H37Rv inhibition	influenza NS1A	Salmonella PhoP GFP	others
Cn1c(=O)cc(SCC(=O)N2CCN(C3CCCCC3)CC2)c2ccccc21	4%	1.6%	12%	-1%	28%
O=C(N/C(=C\c1ccc(Br)cc1)c1nc2ccccc2[nH]1)c1ccco1	1%	0.5%	-6%	18%	-5%
O=C(C(Cc1ccccc1)n1cccc1)N1CCc2ccccc21 (centres undefined)	-10%	3.9%	-9%	11%	-8%
Cc1nonc1C1CCCN1C(=O)c1cc(COc2cccc(C(F)(F)F)c2)on1 (centres undefined)	14%	i	3%	2%	-16%
Cc1nc(C(=O)NNC(=O)Nc2ccccc2)cs1	-3%	i	-4%	.	-2%
NC1=NC(=Nc2cccc(Cl)c2)c2ccccc21	12%	6.6%	0%	-8%	-1%
COC(=O)[C@]1(C)N[C@H](CN(C)C(=O)Nc2ccc(C)cc2)[C@@H]2C(=O)N(Cc3ccccc3)C(=O)[C@@H]21	8%	1.7%	1%	0%	.
O=C(Nc1nccs1)c1ccc2c(c1)C(=O)N(Cc1cccnc1)C2=O	-4%	1.8%	1%	-8%	-10%
COc1ccc(C2/C(=C(/O)c3ccc(Cl)cc3)C(=O)C(=O)N2CCN2CCOCC2)c(OC)c1 (centres undefined)	21%	3.2%	-12%	-1%	2%
O=C1C(=C(I)I)c2ccccc2-c2ccccc21	.	i	.	-7%	.
CC12CN(NC(=O)c3ccc(Cl)cc3)C3(C#N)CC1CCC23C (centres undefined)	17%	2.4%	-2%	-10%	5%
COc1ccccc1N1CCN(C(=O)/C=C/c2ccco2)CC1	76%	9.1%	2%	4%	-2%
Cc1noc(C)c1CSCC(=O)Nc1nnc(CC(C)C)s1	9%	2.8%	-12%	-7%	-1%
COc1cc2c(cc1OC)-c1nncn1C(C)(C)C2	1%	6.7%	-13%	5%	-3%
CCC(=O)c1ccc(O)c(OC)c1	7%	i	-4%	-3%	-2%
CC(=O)C1=C(O)C(=O)N(c2cccc(C(=O)O)c2)C1c1ccccc1F (centres undefined)	.	i	.	-7%	.
O=C(COc1ccc(S(=O)(=O)N2CCCC2)cc1)NCC1CCCO1 (centres undefined)	-8%	1.2%	0%	1%	4%	VEEV TC-83 Vero 10K pilot screen=0.6
COc1ccccc1NC(=S)N1CCC(NC(=O)NC23CC4CC(CC(C4)C2)C3)CC1	55%	i	-4%	2%	3%
CC(C)(C)c1cc(C(=O)NCc2cccnc2)ccn1	10%	i	3%	-13%	-10%
C/C(CCC12CC3CC(CC(C3)C1)C2)=N\NC(N)=S	?	44%	-13%	-5%	-4%
Cc1ccc(NC(=O)Nc2ccnc(-c3cccnc3)n2)cc1	17%	12%	3%	-4%	-12%
CCCCCCSc1cc(C)nc2ncnn12	9%	i	-4%	-5%	-7%
CC(=O)c1cc2c(cc1N/C(=N/S(=O)(=O)c1ccccc1)c1ccc(Cl)cc1)OCO2	-8%	0.2%	8%	0%	-9%
COc1cccc(/C=C/C(=O)OCC(=O)Nc2nnc(-c3ccccc3)o2)c1OC	.	4.8%	.	-12%	.
COc1ccc(C2/C=C\CN3CCC[C@H]3C(=O)N2Cc2ccc(F)cc2)cc1 (some centres undefined)	.	0.9%	.	-9%	.
CCCCn1c(N)c(N(Cc2ccccc2OC)C(=O)c2cc(=O)[nH]c3ccccc23)c(=O)[nH]c1=O	3%	1.2%	-5%	-2%	-2%
Cc1ccc([N+](=O)[O-])c(OCCCNCC(C)O)c1 (centres undefined)	7%	i	0%	-1%	-1%
Cc1ccc(S(=O)(=O)N2CCOCC2)cc1C(=O)NNC(=O)c1ccoc1C	-7%	1.7%	3%	1%	0%
COC(=O)C(O)(CC(=O)Nc1ccccc1OC)C(F)(F)F (centres undefined)	-10%	3.8%	-2%	14%	-8%
COc1cccc(OCCOCCOc2ccc(C)cc2[N+](=O)[O-])c1	58%	i	-4%	-5%	3%
CN(C(=O)c1cccs1)c1ccc(OCC(=O)N2CCC(C(N)=O)CC2)cc1	-13%	0.7%	4%	-3%	0%
O=S(=O)(c1cccc(-c2csc(-c3cccnc3)n2)c1)N1CCCCC1	9%	i	-1%	3%	-12%
Cc1nnc(NCCO)c2ccccc12	-4%	i	-1%	-7%	-8%
CS(=O)(=O)N(Cc1ccc(C(=O)Nc2ccccc2Sc2ccccc2)cc1)c1ccccc1	0%	1.2%	6%	-3%	-8%
O=C(CCS(=O)(=O)c1ccccc1)OCC(=O)N1CCN(S(=O)(=O)c2ccc(Cl)cc2)CC1	19%	3.5%	-1%	-10%	4%
COc1ccc(OC)c(C2C(C(C)=O)=C(O)C(=O)N2c2ccc(F)cc2)c1 (centres undefined)	-10%	i	9%	-6%	7%
CCOc1ccc2cc(S(=O)(=O)N3CCOCC3)ccc2c1	1%	1.1%	2%	0%	2%
O=C(COC(=O)c1cnccn1)c1ccc(Br)cc1	-6%	0.8%	-3%	16%	-5%
COc1ccc(OCC(=O)Nc2ccc(NC(=O)c3cccs3)cc2)cc1	-1%	5.8%	-2%	9%	-2%
Cc1ccc(C(=O)NCCCN2CCOCC2)o1	-4%	0.8%	-15%	1%	8%

2 neighbouring entries from above, quoted:
SMILES	M. tuberculosis	VEEV TC-83 Vero	H37Rv inhibition	influenza NS1A	Salmonella PhoP GFP	others
CS(=O)(=O)N(Cc1ccc(C(=O)Nc2ccccc2Sc2ccccc2)cc1)c1ccccc1	0%	1.2%	6%	-3%	-8%
O=C(CCS(=O)(=O)c1ccccc1)OCC(=O)N1CCN(S(=O)(=O)c2ccc(Cl)cc2)CC1	19%	3.5%	-1%	-10%	4%

Additional results
SMILES	M. tuberculosis	VEEV TC-83 Vero	H37Rv inhibition	influenza NS1A	Salmonella PhoP GFP	others
C[C@@H]1C(=O)O[C@@H]2CC34[C@H]5C[C@@H](C(C)(C)C)C36[C@H](OC(=O)[C@@H]6O)OC4(C(=O)O5)[C@@]12O (some centres undefined)	0%	0.5%	-4%	-3%	-4%
CCn1c(SCC(=O)N(C)C2CCCCC2)nc2cc(S(N)(=O)=O)ccc21	0%	i	1%	-9%	.
CCN(CC)S(=O)(=O)c1ccc(C(=O)NCCCN=C2NS(=O)(=O)c3ccccc32)cc1	0%	0.3%	-9%	20%	-5%
C=CCNC(=O)c1c(C(F)(F)F)nn(C)c1Cl	-9%	1.4%	3%	2%	0%
COC(=O)NC1CSCC1OC(=O)c1ccc(Br)cc1 (centres undefined)	-9%	i	0%	-3%	8%
CC(C)C[C@H]1CNC(=S)N1CC1CCCN1C[C@H](CC(C)C)N1C[C@H](Cc2ccccc2)N(CC2CCCCCC2)C1=S (some centres undefined)	.	i	.	-3%	.
COC(=O)Cc1c(C)c2ccc(O)c(CNCc3ccc(OC)c(OC)c3)c2oc1=O	-2%	i	2%	21%	6%
O=C(Nc1cccc(C(F)(F)F)c1)C1=CC=CN2CCS(=O)(=O)N=C12	6%	2.9%	-3%	-3%	.
O=C(Nc1ccc2c(c1)OCCO2)c1ccc(Cl)c(S(=O)(=O)N2CCOCC2)c1	21%	1.5%	1%	-22%	4%
Cc1cc(-c2ccccc2)nc(N(C)C)c1S(C)(=O)=O	29%	1.2%	3%	-8%	-13%
COc1ccc(C)cc1S(=O)(=O)n1cnc2ccccc21	-3%	i	3%	-5%	0%
COc1ccc(CN2CC(C(=O)NCCCN3CCCCCC3)CC2=O)cc1 (centres undefined)	4%	1.3%	-4%	1%	0%
CN(C(=O)c1cccc(NC(=O)Cc2ccc(NC(=O)C3CCCN(C(=O)C4CCCCC4)C3)cc2)c1)C1CCCC1 (centres undefined)	.	2.5%	.	3%	.
NC(=O)C1CCN(C(=O)c2ccc3c(=O)n(Cc4ccco4)c(SCC(=O)c4ccccc4)nc3c2)CC1	22%	1.5%	-2%	2%	-23%
CCC(=O)Nc1cc2c3c(c1)CCN3C(=O)CC2	-1%	0.5%	-2%	-2%	2%
CCn1c(N)c(C(N)=O)sc1=S	4%	1.0%	-2%	-20%	-10%
S=C(NCc1ccc(Cl)cc1)Nc1ccccc1	?	i	14%	3%	-8%
COc1cc(C)ccc1OCCCCNCc1ccccc1	-4%	i	-7%	2%	0%
COc1ccc(N2CCN(/C(=N\S(=O)(=O)c3ccc(C)cc3)Nc3nc(C)cc(C)n3)CC2)cc1	10%	i	-8%	1%	15%
CCN(CC)CCCN(C(=O)c1ccc(F)cc1)c1nc(-c2ccc(OC)cc2)cs1	51%	0.8%	10%	4%	0%
COc1cccc(C(=O)NNC(=O)C(=O)Nc2ccc(OC)cc2OC)c1	?	2.3%	?	-7%	2%
Cc1c(NC(=S)N/N=C/c2ccc([N+](=O)[O-])cc2O)c(=O)n(-c2ccccc2)n1C	-2%	1.6%	4%	5.1µM*	6%
O=C(Nc1ccc(Cl)cc1)N1CCCN(Cc2ccccc2F)C1	66%	0.7%	-3%	4%	35µM*
c1ccc(C(c2ccccc2)N2CCN(Cc3nc(-c4cnccn4)no3)CC2)cc1	-1%	1.6%	-1%	-8%	-9%
COC(=O)c1ccc(NC(=S)NC(=O)c2cc(-c3ccccc3)nc3ccccc23)cc1	71%	5.2%	-15%	-5%	-6%
O=C(NCc1cccnc1)C(=O)NCC(c1ccco1)N1CCN(c2ccccc2F)CC1 (centres undefined)	-13%	0.1%	-2%	-2%	-2%
COc1cc(/C=C/c2ccc(O)cc2)cc(OC)c1	-1%	2.4%	-9%	-5%	10%
CC(C)C(NC(=O)c1ccccc1)C(=O)OCc1cc([N+](=O)[O-])cc2c1OCOC2 (centres undefined)	16%	i	2%	6%	-8%
Cc1ccc2nc(C)c(C)nc2c1N	-1%	1.0%	-13%	-3%	-1%
COc1ccccc1N1CCN(C(=O)c2cc(-c3cccs3)on2)CC1	5%	i	0%	1%	-5%
CSc1oc(-c2ccc(F)cc2)nc1S(=O)(=O)c1ccccc1	4%	2.3%	4%	0%	-10%
COc1ccc(-c2cc(C(=O)Nc3ccc4c(c3)OCO4)no2)cc1	47%	i	8%	6%	6%
COc1nnc(-c2ccc(C)c(S(N)(=O)=O)c2)c2ccccc12	1%	0.6%	0%	-8%	-3%
O=C(NOCc1ccccc1)c1ccccc1	3%	0.3%	-1%	0%	7%
CCOC(=O)C1CCN(Cc2c(O)c3ccccc3oc2=O)CC1	75%	i	8%	-19%	3%
Cc1cscc1NC(=O)/C=C/C(=O)O	4%	4.5%	-2%	.	15%
O=C(CNc1ccc(C(F)(F)F)cc1[N+](=O)[O-])OCC(=O)c1ccccc1	72%	2.2%	8%	-3%	-2%
CCCNC(=O)Cn1cc(S(=O)(=O)N2CCCC2)c(S(=O)(=O)N2CCCC2)c1	1%	0.6%	6%	-2%	2%
CCOc1cc2c(cc1/C=C(/C#N)c1ccc(C(=O)O)cc1)OCO2	-5%	1.4%	5%	3%	-7%
CS(=O)(=O)N1CCC(C(=O)NCc2ccc3c(c2)OCO3)CC1	0%	i	-2%	5%	2%

The closing seven records of the part before are carried over, then new ones follow:
SMILES	M. tuberculosis	VEEV TC-83 Vero	H37Rv inhibition	influenza NS1A	Salmonella PhoP GFP	others
O=C(NOCc1ccccc1)c1ccccc1	3%	0.3%	-1%	0%	7%
CCOC(=O)C1CCN(Cc2c(O)c3ccccc3oc2=O)CC1	75%	i	8%	-19%	3%
Cc1cscc1NC(=O)/C=C/C(=O)O	4%	4.5%	-2%	.	15%
O=C(CNc1ccc(C(F)(F)F)cc1[N+](=O)[O-])OCC(=O)c1ccccc1	72%	2.2%	8%	-3%	-2%
CCCNC(=O)Cn1cc(S(=O)(=O)N2CCCC2)c(S(=O)(=O)N2CCCC2)c1	1%	0.6%	6%	-2%	2%
CCOc1cc2c(cc1/C=C(/C#N)c1ccc(C(=O)O)cc1)OCO2	-5%	1.4%	5%	3%	-7%
CS(=O)(=O)N1CCC(C(=O)NCc2ccc3c(c2)OCO3)CC1	0%	i	-2%	5%	2%
O=C(Nc1ccc(Br)c(C(F)(F)F)c1)c1ccc(C(F)(F)F)cc1	?	2.8%	?	.	4%
COc1ccc(CCNC(=O)CCNC(=O)c2ccco2)cc1	-4%	1.8%	-8%	2%	-3%
O=C(/C=C\NCC(=O)c1ccccc1)c1ccccc1	4%	1.1%	-1%	1%	-3%
CCN(CC(=O)Nc1ccc2c(c1)OCCO2)C(=O)c1ccc(S(=O)(=O)N(C)C)cc1	-17%	3.6%	-7%	-12%	8%
CCN(CCCNC(=O)C1CCN(S(=O)(=O)c2cccc3nonc23)CC1)Cc1ccccc1	21%	1.2%	5%	2%	8%
CCN1CCN(Cc2ccc(OC)c(OCc3ccccc3)c2)CC1	4%	0.6%	-1%	-9%	-1%
O=C(NCC(=O)N(CC1CCCO1)C(C(=O)NC1CCCCC1)c1ccccc1)c1ccco1 (centres undefined)	34%	1.1%	3%	-10%	-3%
